Screens deposited in PubChem BioAssay by Sanford-Burnham Center for Chemical Genomics.
KOR beta-arrestin-1 – KOR antagonists, beta-arrestin recruitment, cell-based, luminescence, uHTS (AID 1778). Kappa-type opioid receptor (Homo sapiens). KOR beta-arrestin recruitment, luminescence, antagonist mode; higher % means a stronger effect. inhibition, % at 10 µM; hits with a dose series show IC50 in µM. 0.091% of 290,000 active; in the data active = inhibition above about 50%; also: strong numbers were not always called active
GPR55 activation – GPR55 agonists via beta-arrestin recruitment, primary screen, imaging, U2OS cells, beta-arrestin-GFP redistribution (AID 1961) | 0.048% of 290,000 active | G-protein coupled receptor 55 (Homo sapiens) | activation, % at 10 µM; hits with a dose series show EC50 in µM | U2OS GPR55 beta-arrestin-GFP redistribution imaging; higher % means a stronger effect;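 active = activation above 40% with more than 50 cells counted in the well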;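 also: U2OS osteosarcoma cells stably expressing GPR55 and beta-arrestin-GFP; plate controls were DMSO negative control for no effect and LPI positive control for full effect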
NOD1 NF-kB reporter – NOD1 signaling inhibitors, primary screen, cell-based, luminescence, uHTS (AID 1578). NOD1-driven NF-kB luciferase reporter cells, luminescence; higher % means a stronger effect. inhibition, % at 4 µM, or EC50 in µM where a hit was titrated. 1% of 290,000 active; in the data active = inhibition mostly above about 36%, no sharp cut-off; inactive = mostly below about 34%;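 also: HEK-293T reporter cells stimulated with the NOD1 agonist gamma-tri-DAP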
GPR55 antagonists – GPR55 antagonists blocking LPI-driven arrestin recruitment, primary screen, imaging, U2OS, beta-arrestin-GFP, LPI agonist (AID 2013); one-dose inhibition, % at 10 µM; IC50 in µM for titrated hits; U2OS GPR55 beta-arrestin-GFP translocation imaging, LPI antagonism; higher % means a stronger effect; 0.13% of 290,000 active;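 active = spots per cell inhibited over 60%, with over 100 cells counted and total cytoplasm intensity under 500,000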;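 also: U2OS cells stably carrying GPR55 and arrestin-GFP stimulated by 5 µM LPI near EC80; imaged beta-arrestin-GFP aggregate spots per cell after agonist stimulation; plate controls were LPI-stimulated DMSO wells for no effect and DMSO wells without LPI for full effect; some results filed as inactive read as strong as hits; confirmed hits need IC50 under 10 µM and bright autofluorescent wells are also inconclusive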
HIV fusion peptide – inhibitors of HIV fusion peptide binding, primary screen, biochemical, uHTS, fluorescence dequenching (AID 1986); 0.3% of 290,000 active; cell-free peptide binding, fluorescence dequenching, 30 min; higher % means a stronger effect; one-dose inhibition, % at 20 µM; IC50 in µM for titrated hits; in the data active = inhibition mostly above about 52%, no sharp cut-off; inactive = mostly below about 76%; also: some results filed as inactive read as strong as hits
KOR beta-arrestin-2 – KOR agonists, beta-arrestin recruitment, primary screen, cell-based, luminescence, uHTS (AID 1777). 0.02% of 280,000 active. Kappa-type opioid receptor (Homo sapiens). KOR beta-arrestin recruitment, luminescence; higher % means a stronger effect. one-dose activation, % at 10 µM; EC50 in µM for titrated hits; in the data active = activation above about 50%, passing the limit was not always enough; also: a part of the inactive calls stands beside numbers as strong as those of hits
AID2073 – inhibitors of Mint1-CaV2.2 protein interaction, biochemical, HTRF (AID 2073); Voltage-dependent N-type calcium channel subunit alpha-1B (Homo sapiens); HTRF protein-protein interaction, Mint1-CaV2.2; higher % means a stronger effect; inhibition, % at 20 µM, or IC50 in µM where a hit was titrated; 0.19% of 290,000 active; in the data active = inhibition mostly above about 51%, no sharp cut-off; also: some results filed as inactive read as strong as hits
Siah-1 displacement – Siah-1 peptide-binding antagonists, primary screen, biochemical, fluorescence polarization, rhodamine-plectin, uHTS (AID 1817). E3 ubiquitin-protein ligase SIAH1 (Homo sapiens). one-dose displacement, % at 20 µM; IC50 in µM for titrated hits. Siah-1 / rhodamine-plectin peptide fluorescence polarization; higher % means a stronger effect. 0.02% of 290,000 active;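 active = displacement of at least 50% at 20 µM, with a fluorescence ratio check between 0.3 and a set limit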;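 also: plate controls were Siah plus tracer with DMSO for no effect and tracer alone without Siah for full effect; strong numbers were not always called active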
GPR35 arrestin U2OS – GPR35 antagonists blocking zaprinast-driven arrestin recruitment, primary screen, imaging, U2OS, beta-arrestin-GFP, zaprinast agonist (AID 2058); U2OS GPR35 beta-arrestin-GFP translocation imaging, zaprinast antagonism; higher % means a stronger effect; inhibition, % at 10 µM; hits with a dose series show IC50 in µM; 0.052% of 290,000 active;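 active = inhibition of at least 50% with at least 30 cells and total cytoplasm GFP at most 10,000,000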
* marks the source's active call; other numbers are inactive results; x = no result given; [ ] = another dose, or the depositor's remark. Some of the compounds tested; count on the stated rates, not on these rows.

No.	Structure	GPR55 antagonists	NOD1 NF-kB reporter	GPR35 arrestin U2OS	HIV fusion peptide	Siah-1 displacement	GPR55 activation	KOR beta-arrestin-2	KOR beta-arrestin-1	AID2073
1	CC(C)(C)c1csc(NC(=O)c2ccc(Cl)s2)n1	-2%	9%	0%	2.4%	-2%	0.3%	21%	-42%	11%
2	COc1ccc(N2CCN(S(=O)(=O)CCNC(=O)COc3cccc(OC)c3)CC2)cc1	0%	-25%	0%	-1.0%	1%	0.1%	-4.9%	-42%	13%
3	CCOc1ccc(N(CC(=O)Nc2ccccc2F)S(=O)(=O)c2c(C)[nH]c(=O)[nH]c2=O)cc1	1%	-28%	-10%	4.0%	-1%	1.0%	2.1%	-10%	13%
4	Cc1ccc(S(=O)(=O)Cn2nnnc2C(c2ccccc2)N2CCN(c3ncccn3)CC2)cc1 (configuration not stated)	14%	-36%	10%	3.0%	1%	1.7%	2.2%	-5%	2%
5	COc1ccc(S(=O)(=O)NCC(=O)Nc2cccc(C)c2C)cc1OC	-10%	-31%	3%	0.7%	0%	-0.1%	1.3%	2%[20 µM]	-4%
6	FC(F)(F)c1ccccc1/C=N/n1c(C2CCCCC2)n[nH]c1=S	15%	-7%	0%	2.9%	13%	0.0%	-2.4%	0%	-35%
7	Cc1ccc2c(c1)C(O)(CC(=O)c1ccc(C)s1)C(=O)N2 (configuration not stated)	-3%	-23%	-9%	-1.2%	-1%	0.2%	-1.9%	1%[20 µM]	-6%
8	CC(=O)N/C(=C/c1ccc2c(c1)OCO2)C(=O)Nc1ccccc1	5%	-28%	9%	-0.1%	-3%	-0.2%	5.6%	-3%	-6%
9	CC(=O)Nc1ccc(S(=O)(=O)NNC(=O)COc2cccc3ccccc23)cc1	15%	-14%	-4%	0.8%	1%	-0.2%	-3.8%	27%	5%
10	CCOc1cccc(CN2CCCC(N3CCc4ccccc4C3)C2)c1O (configuration not stated)	3%	-1%	7%	-1.2%	-4%	0.1%	-6.0%	36%[20 µM]	1%
11	O=C(COc1ccccc1)NCCSCc1ccccc1Cl	7%	-52%	8%	-0.3%	-4%	-0.1%	x	-14%[20 µM]	-2%
12	O=C(NCCCNC(=O)c1ccc(Cl)cc1Cl)c1cnccn1	7%	9%	15%	2.3%	-6%	0.2%	4.1%	-38%	11%
13	O=C(c1ccco1)N1CCN(c2c(-c3ccccc3)c3cc(Cl)ccc3[nH]c2=O)CC1	8%	2%	-11%	3.8%	6%	-0.2%	8.6%	10%	22%
14	Cc1ccc(C(C(=O)NC2CCCC2)N(C(=O)CCC(=O)Nc2cc(C)on2)c2ccccc2)cc1 (configuration not stated)	-9%	-36%	-16%	1.6%	7%	-0.3%	-5.2%	14%	8%
15	O=C(Nc1cccc(NC(=O)c2ccc(Cl)cc2)n1)c1ccc(Cl)cc1	6%	-45%	8%	1.9%	12%	-0.1%	0.1%	-100%	16%
16	OCCCN1CCN(CCCOc2ccccc2-c2ccccc2)CC1	7%	-9%	16%	2.4%	-5%	-0.2%	0.9%	x	0%
17	C/C(=N\NC(=O)Cn1ccc(C(F)(F)F)n1)c1ccc2c(c1)OCO2	0%	6%	-8%	-0.9%	0%	-0.2%	2.5%	-7%	9%
18	CCc1c(C)sc(NC(=O)C2CCCO2)c1C#N (configuration not stated)	1%	-29%	-15%	-1.0%	1%	-0.2%	-0.6%	27%	12%
19	COc1ccccc1NC(=O)CN1CCN(C2c3ccccc3-c3ccccc32)CC1	60%	-23%	47%	1.4%	-3%	-0.1%	16%	-37%	2%
20	CC(C)(C)c1cn(-c2ccc(Cl)cc2)c(=S)[nH]1	-13%	5%	7%	2.0%	1%	-0.1%	-4.9%	-58%	15%
21	COCCOc1cc(NC(=O)c2cccc(OC)c2)c(Cl)cc1Cl	10%	-16%	-3%	-1.6%	1%	-0.3%	-5.1%	20%	6%
22	O=C(O)c1ccc(CSc2nnnn2C2CCCCC2)cc1	7%	30%	-5%	-2.2%	-6%	-0.2%	-3.6%	-21%	-1%
23	Cc1ccccc1C(=O)Nc1nnc(CC(=O)N/N=C/c2cn(Cc3ccccc3)c3ccccc23)s1	-8%	-8%	-5%	-2.4%	-3%	0.2%	3.4%	24%	22%
24	CC1Cc2ccccc2N1C(=O)CSc1nnnn1C1CCCC1 (configuration not stated)	-1%	-9%	13%	0.9%	-2%	-0.1%	5.1%	-35%	5%
25	CCOC(=O)Nc1ccc2c(c1)N(C(=O)CCCl)c1ccccc1[S@]2=O	13%	43%	9%	-0.3%	1%	-0.1%	-5.2%	-38%[20 µM]	2%
26	COc1ccccc1CC(=O)N(Cc1ccccc1)c1cccc(C)c1	17%	-11%	-2%	-0.7%	-1%	-0.1%	9.4%	-2%	-6%
27	COc1cc(CN2CCCC(N3CCc4ccccc4C3)C2)c(Cl)cc1O (configuration not stated)	9%	3%	-4%	1.4%	2%	-0.3%	-1.4%	-13%	-6%
28	Cc1ccc(NC(=O)C(C)[n+]2ccccc2)cc1[N+](=O)[O-] (configuration not stated)	4%	18%	23%	-1.0%	-4%	-0.3%	3.8%	-11%	7%
29	COc1ccc(CCNC(=O)c2ccc(CN3CCC(Cc4ccccc4)CC3)cc2)cc1OC	2%	-21%	-2%	-1.9%	4%	0.1%	-1.8%	x	10%
30	CCNC(=S)N1CCN(c2cccc(C(F)(F)F)c2)CC1	-6%	-7%	-2%	-1.3%	-3%	0.2%	14%	-8%	-9%
31	COc1ccc(Br)cc1CNC(=O)C1CCN(S(=O)(=O)N2CCCC2)CC1	9%	-29%	8%	0.7%	-2%	-0.1%	1.0%	6%	1%
32	CC(=O)NC(C)C12CC3CC(CC(C(=O)O)(C3)C1)C2 (configuration not stated)	11%	-13%	2%	0.2%	2%	-0.1%	-3.6%	-3%	-2%
33	CCOC(=O)C1CCCCN1Cc1cc(OC)ccc1OC (configuration not stated)	-1%	1%	-3%	2.7%	2%	-0.1%	-1.7%	-29%	6%
34	COc1ccc(Cl)cc1NC(=O)CCCC(=O)c1ccccc1	-5%	6%	1%	-0.7%	2%	0.3%	-18%	23%	11%
35	O=C(O)c1cccc(-n2cnnn2)c1	-2%	0%	5%	2.3%	3%	-0.1%	-1.5%	-2%	1%
36	COc1cccc(CNc2ncc(Br)cc2Br)c1O	4%	-74%	-5%	-2.1%	-1%	0.6%	0.8%	-3%	-6%
37	O=C(CSc1nc2ccccc2o1)c1ccccc1	-16%	-27%	-12%	-1.9%	-4%	0.9%	3.4%	36%	-2%
38	COc1ccccc1/C=C/C=N/n1c(-c2ccccn2)n[nH]c1=S	18%	-2%	-1%	-2.7%	4%	0.0%	0.9%	25%	36%
39	COc1ccc(CC(=O)N2CCc3cc(OC)c(OC)cc3C2C)c(OC)c1 (configuration not stated)	6%	-7%	-2%	-1.3%	4%	0.4%	-2.9%	27%	-2%
40	Cc1ccc(C(=O)C2=C(O)C(=O)N(CCCN(C)C)C23C(=O)N(C)c2ccccc23)o1 (configuration not stated)	-14%	2%	-4%	0.6%	1%	-0.3%	5.7%	-4%	0%
41	CC(C)(C)c1ccc(NC(=O)CNC2CCCc3ccccc32)cc1 (configuration not stated)	55%	-5%	1%	0.2%	-3%	0.0%	7.1%	-41%	-7%
42	CCOC(=O)Cn1nc(C)n(-c2cccc(Cl)c2)c1=O	4%	-23%	-10%	1.0%	-1%	0.0%	1.9%	20%	-3%
43	COc1cccc(C2/C(=C(/O)c3ccccc3)C(=O)C(=O)N2Cc2ccco2)c1 (configuration not stated)	6%	2%	8%	-2.4%	-1%	-0.1%	9.1%	27%	0%
44	CCC1(C)Cc2ccccc2-c2nc(NCCCO)n(-c3ccccc3)c(=O)c21 (configuration not stated)	-8%	6%	6%	3.8%	3%	-0.1%	-7.3%	-2%	21%
45	O=C(NC1CCCCC1)C12CC3CC(C1)CC(n1cncn1)(C3)C2	7%	-8%	16%	-2.2%	4%	-0.1%	-2.0%	-23%	-9%
46	COc1ccc(OCCC(=O)OCC(=O)NCCc2ccccc2)cc1	-11%	-36%	-3%	-1.1%	1%	-0.4%	-0.1%	3%	-2%
47	Cc1cc(C)c2nc(-c3cccc(Cl)c3)c(C)c(C(=O)N3CCOCC3)c2c1	-3%	0%	-10%	1.8%	-2%	-0.2%	-3.9%	21%	2%
48	Cc1cc(C)nc(N2CCC(C(=O)N3CCN(c4cc(Cl)ccc4C)CC3)CC2)n1	-5%	-14%	0%	3.5%	-1%	-1.0%	x	-53%	-2%
49	COc1ccc(N=C(c2ccccc2)c2c(C)[nH]n(-c3ccccc3)c2=O)c(OC)c1	12%	-3%	-3%	-1.5%	10%	-0.1%	-3.1%	29%	-1%
50	COc1ccc(CCNC(=O)CN2C(=O)C3(OCCCO3)c3ccccc32)cc1OC	7%	-11%	-2%	-1.5%	-2%	-0.1%	1.4%	-8%	6%
51	CN(CCNC(=O)c1ccc(N2CCCC2=O)cc1)CCc1ccccc1	-2%	-6%	-1%	0.1%	6%	0.3%	0.7%	34%	-3%
52	Cc1noc(C)c1S(=O)(=O)Nc1ccc(O)c2c(=O)cc(-c3ccccc3Cl)oc12	13%	2%	-1%	-0.7%	-2%	0.0%	-1.1%	-11%	6%
53	O=C(c1cccc(F)c1F)N1CCCc2ccccc21	12%	2%	-3%	0.4%	2%	0.0%	3.8%	-39%[20 µM]	9%
54	CCOCCCN1CC(C(=O)NCc2ccc3c(c2)OCO3)CC1=O (configuration not stated)	8%	-29%	0%	3.8%	2%	-0.3%	1.2%	1%	-7%
55	COc1ccc(-c2noc(-c3ccc4c(c3)OCO4)n2)cc1	36%	-90%	8%	3.9%	7%	0.4%	1.2%	-10%	28%
